# Source: PubChem
# PKM2 activator: qHTS Assay for Activators of Human Muscle isoform 2 Pyruvate Kinase; Pyruvate kinase PKM (Homo sapiens), P14618; purified PKM2, Kinase-Glo ATP luminescence, activation; response scale: 0% is enzyme alone, no compound; Potency, µM (titrated, usually from 57.5 µM), inactives show at the top dose activation, actives largely listed as activators; 0.34% of 260,000 active; AID 1631, 2009; also: potency is read from the fitted curve at half-maximal effect; % is scaled to controls: 0 for no effect and ±100 for the full control effect; nearly all actives have a fitted effect of over 55% in size
#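 Purified hPK-M2 (>95%) run at intermediate activity with 0.1 mM ADP and 0.5 mM PEP in 50 mM imidazole pH 7.2, KCl, MgCl2; 1 h room temperature. ATP formed read by Kinase-Glo luminescence; normalized to uninhibited and no-enzyme controls.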
# Mito fusion act: qHTS Assay for Small Molecule Inhibitors of Mitochondrial Division or Activators of Mitochondrial Fusion; S. cerevisiae fusion-defective mutant growth rescue, CellTiterGlo 48 h; Potency, µM (titrated, usually from 46.1 µM), for inactives: at the top dose growth rescue (activation), most hits filed as activators; 0.23% of 320,000 active; AID 485298, 2010;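 also: potency is read from the fitted curve at half-maximal effect; % of control where 0% means no effect; nearly all actives have a fitted effect of over 45% in size; temperature-sensitive fusion mutants such as fzo1-1 at 37 °C on non-fermentable ethanol glycerol medium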
#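 Growth-rescue viability read-out: after 48 h at the non-permissive 37C in glycerol/ethanol YPEG, yeast mitochondrial fusion mutants are measured by CellTiterGlo luminescence; compounds (23 nl pinned per well) restoring growth score as division inhibitors or fusion activators.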
# TSHR antagonist: Antagonists of the Thyroid Stimulating Hormone Receptor: HTS campaign; activity change, negative = inhibition, % at 11.5 µM; Thyrotropin receptor (Homo sapiens), P16473; TSHR-expressing cells, TSH-stimulated cAMP HTRF, 2 h; stronger effect = lower value; 0.2% of 330,000 active;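 active = activity change below a set negative limit, meaning inhibition stronger than a set level, cut at about -70% in these data; inconclusive = activity change between two set negative limits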; also: % is scaled to controls: 0 for no effect and ±100 for the full control effect
#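 Inhibition of cAMP made by TSHR-expressing cells under TSH stimulation (4nM final, EC80; 2 h, 37 deg C) is quantified with a one-step lysis HTRF kit, anti-cAMP cryptate versus cAMP-d2.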
# S-ASM inh: Inhibitors of Secretory Acid Sphingomyelinase (S-ASM): qHTS; Sphingomyelin phosphodiesterase (Homo sapiens), P17405; Potency, µM (series often up to 57.5 µM), without a hit: at the highest dose activity change, negative = inhibition, most hits filed as inhibitors; placental ASM, HMU-PC fluorogenic substrate, 60 min; 0.006% of 340,000 active; also: potency is read from the fitted curve at half-maximal effect
#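 HMU-PC0 cleavage (9 uM final) by human placental ASM, 60 min at 37 °C following 10 min compound exposure at RT; stopped at pH 10, fluorescence Ex 386/Em 447 nm.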
# Menin MLL FP TR: qHTS Assay for Inhibitors Targeting the Menin-MLL Interaction in MLL Related Leukemias: Competition With Texas Red Labeled MLL-derived Mutant Peptide; Potency, µM (titrated, usually from 61.6 µM), inactives show at the highest dose FP activity change, negative = inhibition, usual class: inhibitors; O00255; 0.23% of 270,000 active; Menin + Texas Red MLL mutant peptide, fluorescence polarization; active = well fitted inhibition curve with a large enough effect in the polarisation, with a control signal flat, not every such curve was filed as active; inconclusive = small, poorly fitted or top-dose-only effect, or effect the other way, or a change in a side signal; inactive = no such curve, though single readings can be large or run the other way; the % refers to the polarisation; also: potency is read from the fitted curve at half-maximal effect; % of control where 0% means no effect; many of its hits are not listed in these tables
# USP2a inh: qHTS Assay for Inhibitors of Ubiquitin-specific Protease USP2a Using CHOP2 as the Reporter | Ubiquitin carboxyl-terminal hydrolase 2 (Homo sapiens), O75604 | USP2 core, Ub-CHOP2 coupled fluorogenic reporter, 485/531 | Potency, µM (highest dose often 38.3 µM), inactives show at the highest dose activity change, negative = inhibition, usual class: inhibitors | 0.01% of 330,000 active;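 also: potency is read from the fitted curve at half-maximal effect; plate controls were DMSO wells for no effect and full inhibition by NEM control for full effect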
# Target sequence (O75604 whole entry, looked up): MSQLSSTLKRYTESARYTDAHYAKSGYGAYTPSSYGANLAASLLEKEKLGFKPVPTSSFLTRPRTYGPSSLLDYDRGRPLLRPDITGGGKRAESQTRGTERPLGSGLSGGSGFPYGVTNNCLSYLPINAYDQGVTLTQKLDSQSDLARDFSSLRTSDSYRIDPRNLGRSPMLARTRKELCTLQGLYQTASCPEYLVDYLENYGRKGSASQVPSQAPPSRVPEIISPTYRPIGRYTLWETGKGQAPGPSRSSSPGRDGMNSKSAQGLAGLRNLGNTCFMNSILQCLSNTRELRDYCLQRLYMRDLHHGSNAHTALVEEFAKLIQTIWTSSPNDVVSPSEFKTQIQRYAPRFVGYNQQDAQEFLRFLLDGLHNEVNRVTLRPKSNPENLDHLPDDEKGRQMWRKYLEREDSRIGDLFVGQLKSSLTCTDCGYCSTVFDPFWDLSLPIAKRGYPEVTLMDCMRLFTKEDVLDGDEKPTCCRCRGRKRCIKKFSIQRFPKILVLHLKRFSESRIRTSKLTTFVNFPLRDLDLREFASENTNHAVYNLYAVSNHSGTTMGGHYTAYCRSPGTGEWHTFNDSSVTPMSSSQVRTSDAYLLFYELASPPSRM
#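 Cell-free coupled assay: 10nM USP2 core preincubated 30min RT with compound in Tris-HCl pH 8.0/CaCl2/CHAPS buffer, then 25nM Ub-CHOP2 and 25nM reporter substrate; fluorescence (Ex 485/Em 531) read after 60min RT, normalized to NEM inhibition, concentration-response curves fitted.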
# MBNL1-CUG inh: qHTS Assay for Inhibitors of MBNL1-poly(CUG) RNA binding. Muscleblind-like protein 1 (Homo sapiens), Q9NR56. TR-FRET MBNL1-His/biotin-(CUG)12 binding, 665/545 ratio. Potency, µM (doses to about 57.5 µM), without a hit: top-dose activity change, negative = inhibition, most hits filed as inhibitors. 0.036% of 280,000 active; active = well fitted inhibition curve with a large enough effect in the signal ratio, with a control signal flat, not every such curve was filed as active; inconclusive = small, poorly fitted or top-dose-only effect, or effect the other way, or a change in a side signal; inactive = no such curve, though single readings can be large or run the other way; the % refers to the signal ratio; also: potency is read from the fitted curve at half-maximal effect; % is scaled to controls: 0 for no effect and ±100 for the full control effect
#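 TR-FRET readout: Ex 340 nm, 665/545 nm emission ratio, normalized to buffer-only (basal) and MBNL1-(CUG)12 controls. Complex of MBNL1-His with Biotin-(CUG)12, compounds 92 nM–58 uM, incubated 60 min at room temperature.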
# Chronic BCR inh: qHTS Assay to Find Inhibitors of Chronic Active B-Cell Receptor Signaling. ABC-DLBCL IkBa-CBG/CBR reporter, luminescence ratio, 4 h. Potency, µM (titrated, usually from 46.1 µM), without a hit: at the highest dose ratio change, negative = lower green/red ratio, most hits filed as inhibitors. 0.05% of 340,000 active; active = well fitted inhibition curve with a large enough effect in the signal ratio, with a control signal flat, not every such curve was filed as active; inconclusive = small, poorly fitted or top-dose-only effect, or effect the other way, or a change in a side signal; the % refers to the signal ratio;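 also: potency is read from the fitted curve at half-maximal effect; plate controls were basal doxycycline-induced cells for no effect and cells given 10 µM MG132 for full effect; MG132 reads +100%, hits lower the ratio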
#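 TMD8 human ABC-DLBCL cells with doxycycline-inducible IκBα–green luciferase fusion and unfused red luciferase, in 0.5% FBS medium; compounds up to 46 uM, 4 h at 37C. Green/red luminescence ratio, filter-overlap corrected, fitted to concentration-response curves.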
# GALK inhibitor: qHTS Assay for Inhibitors of Human Galactokinase (GALK) | Potency, µM (series often up to 57.5 µM), for inactives: top-dose activity change, negative = inhibition, hits mostly inhibitors | P51570 | AID 1868, 2009 | 0.007% of 270,000 active | Purified GALK, Kinase-Glo residual ATP luminescence; also: potency is read from the fitted curve at half-maximal effect; % is scaled to controls: 0 for no effect and ±100 for the full control effect
# Target sequence (P51570 whole entry, looked up): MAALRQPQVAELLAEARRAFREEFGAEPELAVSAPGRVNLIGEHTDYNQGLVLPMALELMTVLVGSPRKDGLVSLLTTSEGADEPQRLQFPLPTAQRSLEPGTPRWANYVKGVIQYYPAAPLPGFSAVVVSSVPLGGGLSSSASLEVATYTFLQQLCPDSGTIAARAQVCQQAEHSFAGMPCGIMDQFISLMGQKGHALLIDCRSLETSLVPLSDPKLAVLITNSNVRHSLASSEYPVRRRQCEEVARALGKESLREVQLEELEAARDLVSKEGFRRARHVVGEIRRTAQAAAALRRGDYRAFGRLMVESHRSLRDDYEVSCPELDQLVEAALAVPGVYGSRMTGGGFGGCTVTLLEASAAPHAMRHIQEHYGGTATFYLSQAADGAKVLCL
#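 Quantitative HTS: GALK 5 nM, ATP 35 uM, galactose 100 uM, 1 h room temperature, then luciferase-based ATP detection.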
# hERG WT inh: qHTS for Inhibitors of KCHN2 3.1: Wildtype qHTS. Voltage-gated inwardly rectifying potassium channel KCNH2 (Homo sapiens), Q12809. U2OS, BacMam KCNH2, thallium flux FluxOr; stronger effect = lower value. activity change, % at 1.84 µM. 0.37% of 340,000 active;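 active = maximum activity change below -70%; inconclusive = maximum activity change between -70% and -50%; inactive = maximum activity change above -50%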; also: % is scaled to controls: 0 for no effect and ±100 for the full control effect
#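 U2OS cells transduced with wild-type KCNH2 virus are loaded with FluxOr dye for 45 min, and thallium flux is measured in kinetic reads before and after stimulation buffer. Rate constants are normalized to DMSO controls.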
# Eya2 phos inh: qHTS Assay for Inhibitors of the Phosphatase Activity of Eya2 | recombinant Eya2, OMFP fluorescence dephosphorylation (OMFP is methylfluorescein phosphate) | Potency, µM (top dose mostly 76.9 µM), for inactives: at the highest dose activity, negative = inhibition, hits mostly inhibitors | 0.006% of 330,000 active | AID 488837, 2010; also: potency is read from the fitted curve at half-maximal effect; % is scaled to controls: 0 for no effect and ±100 for the full control effect
#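 Eya2 (0.2 uM) preincubated 10 min at ambient with compound, then OMFP substrate added at 50 uM; 10 min reaction in 50 mM HEPES pH 7.5, 50 mM NaCl, 5 uM MgCl2, 0.05% BSA, 1 mM DTT. Fluorescence read at Ex 485/Em 525 nm.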
# Numbers without * were called inactive; ? = inconclusive; nt = not tested or not shown; [ ] = dose if it differs, or a comment. Unless noted, calls follow the shape of the dose curve; as a rule, active = well fitted curve in the direction sought with a large enough effect; inconclusive = small, poorly fitted or top-dose-only effect, or another doubt; inactive = no such curve, though single readings can be large; an effect the other way counts as inactive or inconclusive. Only part of the results is shown (hit frequency here may not be typical).
# Short keys – A = PKM2 activator; B = Mito fusion act; C = TSHR antagonist; D = S-ASM inh; E = Menin MLL FP TR; F = USP2a inh; G = MBNL1-CUG inh; H = Chronic BCR inh; I = GALK inhibitor; J = hERG WT inh; K = Eya2 phos inh
> C/C(=N\NC(=O)c1cc(-c2ccc(O)cc2)nc2ccccc12)c1cccnc1
  A = 5%	B = -2%	C = 1	D = 0%	E = 23%	F = -2%	G = 10%	H = ?	I = -6%	J = -9	K = 6%

> CC1N=C(N)C(c2nc3ccccc3n2C)=C1O (stereo not drawn)
  A = -5%	B = -1%	C = 9	D = 1%	E = 3%	F = 0%	G = nt	H = -5%	I = 2%	J = 2	K = 13%

> O=C(COC(=O)COc1ccc(Br)cc1)NC1CCCC1
  A = nt	B = nt	C = -7	D = 2%	E = nt	F = 2%	G = nt	H = ?	I = nt	J = -6	K = 1%

> O=C(N/N=C/c1sc(N2CCOCC2)nc1-c1ccccc1)c1cccc(S(=O)(=O)N2CCCC2)c1
  A = 0%	B = -8%	C = -5	D = 139%[activator]	E = 7%	F = -2%	G = 8%	H = 3%	I = -1%	J = -3	K = 4%

> Cc1ccc(S(=O)(=O)NN=C2C3CC4CC(C3)CC2C4)cc1[N+](=O)[O-]
  A = -7%	B = -6%	C = 7	D = -2%	E = -18%	F = -1%	G = ?	H = 5%	I = 0%	J = 1	K = 3%

> CC(=O)N1CCc2c(sc(NC(=O)CN3C(=O)CCC3=O)c2C(N)=O)C1
  A = 9%	B = -2%	C = -5	D = 158%[activator]	E = -8%	F = 3%	G = 7%	H = 7%	I = -3%	J = 29	K = -6%

> COc1ccc(-c2nc(Cn3c(SCc4ccccc4F)nc4ccncc43)c(C)o2)cc1
  A = -2%	B = 0%	C = 5	D = -29%	E = 2%	F = -2%	G = 85%[activator]	H = ?	I = 1%	J = 11	K = -30%

> CCc1ccc(-c2nc(CSCC(=O)NCc3ccco3)c(C)o2)cc1
  A = 12%	B = 11%	C = 9	D = -1%	E = ?	F = 2%	G = 1%	H = ?	I = 0%	J = -4	K = -5%

> S=C1NCCOCCOCCOCCN1
  A = -6%	B = -2%	C = 2	D = 1%	E = -18%	F = -1%	G = -5%	H = -9%	I = 0%	J = -3	K = -6%

> Cc1ccc(C(=O)N/N=C\c2ccncc2)s1
  A = 1%	B = 0%	C = -1	D = 0%	E = nt	F = 3%	G = 27%	H = ?	I = -13%	J = -1	K = -7%

> COc1ccc(CCNC(=O)C2CCCN(S(=O)(=O)c3ccccc3)C2)cc1 (stereo not drawn)
  A = -6%	B = 3%	C = -12	D = -2%	E = nt	F = 0%	G = 1%	H = 0%	I = -3%	J = 2	K = -2%

> CCOC(=O)c1ccc2c(c1)nc(SC/C(O)=C(\C#N)c1nc3ccccc3[nH]1)n2CC
  A = 0%	B = -6%	C = -15	D = 15%	E = -6%	F = -2%	G = 17%	H = 2%	I = -1%	J = 4	K = 14%

> Cc1ccc(C)n1-c1nn(S(=O)(=O)c2cccc3cccnc23)c2cccc(F)c12
  A = -1%	B = 8%	C = 6	D = 0%	E = nt	F = -1%	G = -3%	H = 9%	I = nt	J = 1	K = 0%

> Cc1onc(-c2ccccc2)c1C(=O)Nc1cccnc1
  A = -13%	B = 0%	C = 18	D = 2%	E = 2%	F = 1%	G = ?	H = ?	I = 2%	J = 1	K = 1%

> Cc1cc2nc(-c3ccc(SCC(=O)Nc4ccc5c(c4)OCCO5)nc3)[nH]c2cc1C
  A = 6%	B = 3%	C = 28	D = -2%	E = nt	F = -1%	G = 183%[activator]	H = ?	I = -1%	J = -5	K = -8%

> CCOc1ccc(/C(O)=C2/C(=O)C(=O)N(c3ncccn3)C2c2ccccc2)cc1 (stereo not drawn)
  A = 1%	B = nt	C = -24	D = -2%	E = 3%	F = -14%	G = 4%[11.5 µM]	H = 10%	I = nt	J = nt	K = -4%

# No new results follow: entries from further up.
# Short keys – A = PKM2 activator; B = Mito fusion act; C = TSHR antagonist; D = S-ASM inh; E = Menin MLL FP TR; F = USP2a inh; G = MBNL1-CUG inh; H = Chronic BCR inh; I = GALK inhibitor; J = hERG WT inh; K = Eya2 phos inh
> C/C(=N\NC(=O)c1cc(-c2ccc(O)cc2)nc2ccccc12)c1cccnc1
  A = 5%	B = -2%	C = 1	D = 0%	E = 23%	F = -2%	G = 10%	H = ?	I = -6%	J = -9	K = 6%

> CC1N=C(N)C(c2nc3ccccc3n2C)=C1O (stereo not drawn)
  A = -5%	B = -1%	C = 9	D = 1%	E = 3%	F = 0%	G = nt	H = -5%	I = 2%	J = 2	K = 13%

> O=C(COC(=O)COc1ccc(Br)cc1)NC1CCCC1
  A = nt	B = nt	C = -7	D = 2%	E = nt	F = 2%	G = nt	H = ?	I = nt	J = -6	K = 1%

> O=C(N/N=C/c1sc(N2CCOCC2)nc1-c1ccccc1)c1cccc(S(=O)(=O)N2CCCC2)c1
  A = 0%	B = -8%	C = -5	D = 139%[activator]	E = 7%	F = -2%	G = 8%	H = 3%	I = -1%	J = -3	K = 4%

> Cc1ccc(S(=O)(=O)NN=C2C3CC4CC(C3)CC2C4)cc1[N+](=O)[O-]
  A = -7%	B = -6%	C = 7	D = -2%	E = -18%	F = -1%	G = ?	H = 5%	I = 0%	J = 1	K = 3%

> CC(=O)N1CCc2c(sc(NC(=O)CN3C(=O)CCC3=O)c2C(N)=O)C1
  A = 9%	B = -2%	C = -5	D = 158%[activator]	E = -8%	F = 3%	G = 7%	H = 7%	I = -3%	J = 29	K = -6%

> COc1ccc(-c2nc(Cn3c(SCc4ccccc4F)nc4ccncc43)c(C)o2)cc1
  A = -2%	B = 0%	C = 5	D = -29%	E = 2%	F = -2%	G = 85%[activator]	H = ?	I = 1%	J = 11	K = -30%
